Screening data: PubChem, several laboratories
Myeloid diff MLP = promotes myeloid progenitor differentiation | ER-HoxA9 myeloid progenitors, lysozyme-GFP differentiation, flow cytometry | calls only at 10 µM | actives 1% (n = 360,000) | AID 624256;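 active means normalized GFP-positive differentiation at or above the plate's own cutoff, the solvent-only control mean plus 3 SD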;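 further: cells exposed to compound for four days before flow analysis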
PMI inhibitors = MPI enzyme activity inhibition – biochemical, fluorescence intensity, coupled assay, primary screen (AID 1209). inhibition, % at 20 µM, or IC50 in µM where a hit was titrated. purified PMI enzyme, coupled fluorescence intensity; higher % means a stronger effect. actives 0.42% (n = 190,000); in the data active means inhibition above about 50%;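 further: plate controls were DMSO vehicle for no effect and wells lacking substrate for full effect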
Dynein transport = blocks dynein driven cargo transport along microtubules; 3617.4 mouse cells, GR-EGFP nuclear translocation imaging; test concentration mostly 20 µM; stimulated with dexamethasone, 1 µM; active compounds read low; actives 0.47% (n = 220,000); z-score, hits read low;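 active means plate z-score of nuclear minus cytoplasmic receptor signal below a set negative limit, without overly bright fluorescence or cell loss, cut at about -3.5 in these data, passing the limit was not always enough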;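 further: z-score of nuclear minus cytoplasmic ring GR-EGFP intensity difference per well; some compounds called inactive have numbers as strong as hits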
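medium = tetracycline-free induction medium containing charcoal-stripped FBS | probe or stimulus = dexamethasone, 1.0 µM final | timing = 48 h induction, then 1 h compound, then 30 min agonist, 37 °C | detection = automated 10x imaging of fixed Hoechst-stained cells | read-out basis = nuclear versus cytoplasmic GR-EGFP signal, averaged per well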
MT stabilize HCS = stabilizes microtubules in HeLa cells | HeLa tubulin immunostaining HCS, 24 h; share of cells brighter than vehicle mean+2SD | % tubulin-high responders, % at 10 µM | actives 0.83% (n = 200,000) | AID 2205;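 active means plate Z-score above 3 for both tubulin-high and condensed-nucleus cell shares, with cell loss under 80%, at 10 µM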;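 further: anti alpha tubulin signal scored within the nucleus-defined area of each cell; some results filed as inactive read as strong as hits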
TNAP activation fold = stimulation of alkaline phosphatase TNAP activity – biochemical, luminescent, no phosphate acceptor, uHTS, primary screen (AID 1001). purified TNAP, luminescent activation assay, no phosphate acceptor; higher activation fold means a stronger effect. one-dose activation fold at 20 µM; EC50 in µM for titrated hits. actives 0.03% (n = 200,000); in the data active means activation fold from about 3, or a potency from the dose series; inactive means the rest, 99 in 100 with activation fold below about 1.6; further: many of its hits are not listed in these tables
b-catenin transl = modulators of beta-catenin nuclear translocation; HeLa beta-catenin nuclear translocation, immunofluorescence imaging; nuclear translocation activity, % at 5 µM; actives 0.3% (n = 190,000);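 active means nuclear translocation activity above 50% at 5 µM, with a well cell count of 50 or more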;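 further: per-cell ratio of nuclear to cytoplasmic median beta-catenin stain intensity; plate controls were DMSO negative control for no effect and GSK-3 inhibitor IX positive control for full effect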
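System: Human HeLa cells, endogenous beta-catenin | Compound dosing: 5 µM primary, 0.02–20 µM confirmation | Timing: 24 h compound exposure at 37°C, 5% CO2 | Measured by: Fluorescence imaging of beta-catenin antibody stain plus DAPI | Read-out basis: % activation of per-cell nuclear versus cytoplasmic median beta-catenin signal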
Hep lipid drop = modulators of hepatic lipid droplet formation; actives 0.4% (n = 240,000); inhibition, % at 6.5 µM; AID 1656; AML12 mouse hepatocytes, oleate lipid droplets, BODIPY imaging;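 active means lipid droplet intensity inhibited by at least 50%, with more than 500 cells counted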
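material = mouse AML12 hepatocyte cell line, fixed after treatment | also added = 100 µM oleic acid challenge | doses = compound at 6.5 µM only | schedule = overnight exposure | technique = Image-based BODIPY and DAPI two-channel analysis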
Ins promoter up = MIN6 insulin promoter up-regulation | MIN6 insulin promoter-GFP reporter, high-content imaging; active compounds read high | actives 0.3% (n = 190,000) | z-score at 5 µM;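 active means z-score above 3 at 5 µM with at least 500 cells counted in the well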
T cell modulator = T cell immune modulation candidate; 2C CD8+ T cell-vesicle binding, flow cytometry; active compounds read low; AID 2052; actives 0.068% (n = 330,000); calls only at 7 µM;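 active means response, share of CD8 T cells binding vesicles, and their 90th percentile fluorescence all below set limits, cut at about 80% in these data, passing the limit was not always enough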
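System: murine 2C transgenic CD8+ T lymphocytes; also added: QL9-loaded Drosophila micro-vesicles; times: binding 1.5 h at 37 °C; measured by: flow cytometry, PE anti-B7-1 (FL2) versus Alexa647 anti-CD8 (FL8), PFA-fixed; control set: Peptide-free naked vesicles (low) and QL9 vesicles with 0.7% DMSO vehicle (high)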
Dynein transport cytoplasmic EGFP = recorded beside Dynein transport, whose call it bears; z-score; measured here: cytoplasmic GR-EGFP intensity; active compounds read high
Dynein transport nuclear GR-EGFP = further read-out of Dynein transport, marked with its call; z-score; measured here: nuclear GR-EGFP intensity;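 lower value marks the stronger effect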
Dynein transport cell count = second read-out of Dynein transport, no call of its own (marks repeat the call); z-score; measured here: cell count per field
Ins promoter up cell count = second read-out of Ins promoter up, no call of its own (marks repeat the call); cell count; measured here: cytotoxicity, nuclei count;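 total cells summed across four imaged fields per well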
Hep lipid drop cells 6.5 µM = also measured in Hep lipid drop; calls as there; cell count; measured here: cell count, cytotoxicity flag;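 cells counted across two imaged fields per well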
b-catenin transl cell count 5 µM = further read-out of b-catenin transl, marked with its call; cell count; measured here: cell count, cytotoxicity flag
T cell modulator vesicle-bound % = also measured in T cell modulator; calls as there; double positive events, %; measured here: CD8+ vesicle-bound cell fraction;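 binding gate set so that unloaded-vesicle control wells show 10% double positive cells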
MT stabilize HCS Hoechst-high % = further read-out of MT stabilize HCS, marked with its call; % Hoechst-high responders; measured here: nuclear condensation Hoechst responders;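 share of cells brighter than vehicle mean plus two SD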
MT stabilize HCS cytotoxicity % = recorded beside MT stabilize HCS, whose call it bears; toxicity, %; measured here: cytotoxicity by cell density;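 0% = mean cell density of plate MIN control wells and 100% = no cells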
Myeloid diff MLP GFP+ MAC1+ % = also measured in Myeloid diff MLP; calls as there; GFP+ MAC1+ double positive, %; measured here: differentiation confirmed by MAC1 staining
* hit, by the source's call; i = inactive; nt = not tested or not shown. Only part of the results is shown (hit frequency here may not be typical).

structure	Myeloid diff MLP	Myeloid diff MLP GFP+ MAC1+ %	PMI inhibitors	Dynein transport	Dynein transport cytoplasmic EGFP	Dynein transport nuclear GR-EGFP	Dynein transport cell count	MT stabilize HCS	MT stabilize HCS Hoechst-high %	MT stabilize HCS cytotoxicity %	TNAP activation fold	b-catenin transl	b-catenin transl cell count 5 µM	Hep lipid drop	Hep lipid drop cells 6.5 µM	Ins promoter up	Ins promoter up cell count	T cell modulator	T cell modulator vesicle-bound %
Cc1nnc(NS(=O)(=O)c2ccc(N)cc2)s1	i	1.4	-20%	0.33	-0.051	0.63	-1.8	2.5	2.9	8.6	1.1	nt	nt	nt	nt	nt	nt	i	24
O=C1NCC2(CCN(CCc3ccccc3)CC2)O1	i	1.1	nt	-0.63	-0.4	0.017	0.059	nt	nt	nt	nt	-2.0	1183	0	608	-0.51	1068	i	17
C[C@]12CC[C@H]3[C@@H](CCC4=CC(=O)CC[C@@]43C)[C@@H]1CC[C@@H]2C(=O)CO	i	0.9	-12%	-0.31	0.16	0.4	0.037	6.1	6.3	4.3	1.1	-2.9	458	-25	749	nt	nt	i	52
CC(=O)[C@H]1CC[C@H]2[C@@H]3C[C@H](C)C4=CC(=O)CC[C@]4(C)[C@H]3[C@@H](O)C[C@]12C	i	5.4	-4%	-0.49	-0.035	-0.037	0.61	2.5	1.0	4.3	1.1	-6.4	488	-8	667	nt	nt	i	15
Cc1cc(C)nc(/N=C(\N)Nc2ccc(S(N)(=O)=O)cc2)n1	i	0.3	2%	-0.7	-0.3	-0.14	-0.0029	2.8	1.0	3.0	1.1	-0.3	972	10	705	-0.47	1505	i	48
CN(C)CCCN1c2ccccc2Sc2ccccc21	i	8.1	-6%	0.014	-0.22	0.47	0.49	3.7	2.4	4.3	1	nt	nt	-20	668	nt	nt	i	37

A portion from the list above, as a working copy:
structure	Myeloid diff MLP	Myeloid diff MLP GFP+ MAC1+ %	PMI inhibitors	Dynein transport	Dynein transport cytoplasmic EGFP	Dynein transport nuclear GR-EGFP	Dynein transport cell count	MT stabilize HCS	MT stabilize HCS Hoechst-high %	MT stabilize HCS cytotoxicity %	TNAP activation fold	b-catenin transl	b-catenin transl cell count 5 µM	Hep lipid drop	Hep lipid drop cells 6.5 µM	Ins promoter up	Ins promoter up cell count	T cell modulator	T cell modulator vesicle-bound %
Cc1nnc(NS(=O)(=O)c2ccc(N)cc2)s1	i	1.4	-20%	0.33	-0.051	0.63	-1.8	2.5	2.9	8.6	1.1	nt	nt	nt	nt	nt	nt	i	24
O=C1NCC2(CCN(CCc3ccccc3)CC2)O1	i	1.1	nt	-0.63	-0.4	0.017	0.059	nt	nt	nt	nt	-2.0	1183	0	608	-0.51	1068	i	17
C[C@]12CC[C@H]3[C@@H](CCC4=CC(=O)CC[C@@]43C)[C@@H]1CC[C@@H]2C(=O)CO	i	0.9	-12%	-0.31	0.16	0.4	0.037	6.1	6.3	4.3	1.1	-2.9	458	-25	749	nt	nt	i	52
CC(=O)[C@H]1CC[C@H]2[C@@H]3C[C@H](C)C4=CC(=O)CC[C@]4(C)[C@H]3[C@@H](O)C[C@]12C	i	5.4	-4%	-0.49	-0.035	-0.037	0.61	2.5	1.0	4.3	1.1	-6.4	488	-8	667	nt	nt	i	15
Cc1cc(C)nc(/N=C(\N)Nc2ccc(S(N)(=O)=O)cc2)n1	i	0.3	2%	-0.7	-0.3	-0.14	-0.0029	2.8	1.0	3.0	1.1	-0.3	972	10	705	-0.47	1505	i	48
